KinaseGlo FLuc = Kinase-Glo luciferase inhibition (counter-screen). Kinase-Glo luciferase, ATP luminescence, 8 min. Potency, µM (doses to about 38.3 µM), for inactives: at the top dose activity change, negative = inhibition, most hits filed as inhibitors. actives 0.28% (n = 200,000). AID 1379; note: % is set by controls: 0 for no effect and ±100 for the full control effect; nearly all actives have a fitted effect of over 60% in size
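Recombinant Kinase-Glo luciferase, 10 uM ATP (linear range), luciferin; imidazole pH 7.2 / KCl / MgCl2 / Tween / BSA buffer; 8 min RT; luminescence.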
IMPase Li inh = membrane-permeable IMPase blocker, potentiated with lithium; CHO-M1 cells, IP1 TR-FRET (IP-One), carbachol + lithium; Potency, µM (titrated, usually from 59.4 µM), for the others: at the highest dose activity, negative = IMPase inhibition, hits mostly inhibitors; actives 0.35% (n = 210,000);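 note: IP1 builds up when IMPase is blocked and the TR-FRET signal falls; plate controls were basal vehicle for no effect and high inhibitor control for full effect; nearly all actives have a fitted effect of over 50% in size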
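Readout is a homogeneous TR-FRET IP1 immunoassay (Ex 320, Em 665 and 620), where raised cytosolic IP1 lowers signal. Cells were CHO-M1 treated 30 min at 37C with test compounds plus a little lithium; AC50 values came from Hill-equation fitting.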
RECQ1 inh = blocks DNA unwinding by human RECQ1; RECQ1 DNA unwinding, red fluorescence kinetic read; Potency, µM (top dose mostly 57.3 µM), without a hit: at the highest dose activity, negative = inhibition, actives largely listed as inhibitors; actives 0.54% (n = 240,000);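 note: plate controls were vehicle for no effect and no enzyme for full effect; nearly all actives have a fitted effect of over 30% in size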
Target sequence (P46063 whole entry, looked up): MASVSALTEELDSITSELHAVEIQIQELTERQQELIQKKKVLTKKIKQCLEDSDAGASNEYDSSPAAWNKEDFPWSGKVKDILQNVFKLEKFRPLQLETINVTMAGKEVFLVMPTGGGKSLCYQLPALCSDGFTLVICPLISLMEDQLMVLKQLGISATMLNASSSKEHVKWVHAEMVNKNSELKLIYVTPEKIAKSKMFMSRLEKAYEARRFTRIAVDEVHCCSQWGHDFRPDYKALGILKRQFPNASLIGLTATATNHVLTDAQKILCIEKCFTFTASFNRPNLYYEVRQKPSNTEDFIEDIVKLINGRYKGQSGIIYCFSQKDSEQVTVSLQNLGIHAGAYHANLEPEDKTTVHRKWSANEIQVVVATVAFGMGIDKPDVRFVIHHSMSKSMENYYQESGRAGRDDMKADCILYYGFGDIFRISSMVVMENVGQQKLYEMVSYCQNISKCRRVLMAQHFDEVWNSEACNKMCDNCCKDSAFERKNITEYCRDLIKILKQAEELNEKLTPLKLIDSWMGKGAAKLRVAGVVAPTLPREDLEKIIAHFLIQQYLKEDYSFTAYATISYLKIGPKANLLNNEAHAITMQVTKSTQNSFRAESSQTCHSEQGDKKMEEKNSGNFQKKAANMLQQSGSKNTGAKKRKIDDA
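50 nM RECQ1T1 preincubated 15 min with compound in Tris pH 8.0 buffer with MgCl2, DTT, Tween-20 and 2.5 ug/ml poly(dI-dC); started with 200 nM TAMRA/BHQ-2 forked duplex and 2 mM ATP. Unwinding read as fluorescence (525/598 nm), two reads 2 h apart.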
SMN2 splice enh = enhancers of SMN2 splice variant expression | HEK293 SMN2-luciferase splicing reporter, luminescence, 30-36 h | Potency, µM (titrated, usually from 46.1 µM), inactives show at the top dose activity change, positive = activation, most hits filed as activators | actives 2.8% (n = 210,000) | AID 1458; note: % of control where 0% means no effect; nearly all actives have a fitted effect of over 55% in size
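HEK293 cells carry an SMN2 […]–luciferase reporter in which exon 7 inclusion puts luciferase in frame. Cells were plated 10-12 h before compound addition, then incubated 30-36 h at 37C. ONE-Glo luminescence was read; sodium butyrate at 4.5 mM final served as control.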
KDM4E inh = inhibitors of human JMJD2E histone demethylase; B2RXH2; JMJD2E catalytic domain, FDH-coupled NADH fluorescence (FDH is formaldehyde dehydrogenase); Potency, µM (top dose mostly 57.1 µM), for inactives: at the highest dose activity change, negative = inhibition, usual class: inhibitors; actives 1.6% (n = 230,000); active = well fitted inhibition curve with a large enough effect, not every such curve was filed as active; inconclusive = small, poorly fitted or top-dose-only effect, or another doubt; inactive = no such curve, though single readings can be large or run the other way;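 note: 0% = wells with enzyme and -100% = buffer wells without enzyme; nearly all actives have a fitted effect of over 50% in size; many of its hits are not listed in these tables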
NPSR antag = blocks cAMP signaling of the human neuropeptide S receptor; Potency, µM (series often up to 38.3 µM), inactives show top-dose activity change, negative = inhibition, hits mostly inhibitors; CHO-NPSR cells, cAMP TR-FRET, antagonist mode; AID 1461; actives 1% (n = 220,000); note: % is set by controls: 0 for no effect and ±100 for the full control effect; nearly all actives have a fitted effect of over 50% in size; many of its hits are not listed in these tables
Target sequence (Q6W5P4 whole entry, looked up): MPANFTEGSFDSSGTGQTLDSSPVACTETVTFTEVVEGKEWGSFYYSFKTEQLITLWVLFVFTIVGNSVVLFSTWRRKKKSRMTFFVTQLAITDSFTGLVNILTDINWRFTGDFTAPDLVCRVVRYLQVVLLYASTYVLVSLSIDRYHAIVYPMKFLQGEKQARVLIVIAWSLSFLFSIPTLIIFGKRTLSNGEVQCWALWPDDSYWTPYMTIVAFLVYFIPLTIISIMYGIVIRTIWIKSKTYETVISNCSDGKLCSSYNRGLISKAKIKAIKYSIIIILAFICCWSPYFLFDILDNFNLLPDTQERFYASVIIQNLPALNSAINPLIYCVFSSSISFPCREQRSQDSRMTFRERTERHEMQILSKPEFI
Epigenetic derep = derepresses silenced GFP reporter in murine cells; murine LDR cells, GFP reporter derepression, 30 h; actives 0.2% (n = 280,000); Potency, µM (titrated, usually from 53.9 µM), for inactives: at the highest dose GFP activation, actives largely listed as activators; note: % of control where 0% means no effect; nearly all actives have a fitted effect of over 60% in size
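GFP-positive cell count by laser-scanning cytometry (objects 20–120 um) after 30 h, 37 C compound exposure of murine LDR cells; reporter is CMV-GFP integrated at a silenced locus, inducible by HDAC or DNMT inhibitors.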
RGS12 GoLoco inh = RGS12 GoLoco-Gai1 interaction inhibition. P63096. Gai1:RGS12 GoLoco peptide FP, rhodamine, 10 min. Potency, µM (series often up to 61.6 µM), for the others: at the highest dose activity, negative = inhibition, most hits filed as inhibitors. actives 0.44% (n = 230,000); active = well fitted inhibition curve with a large enough effect, not every such curve was filed as active; inactive = no such curve, though single readings can be large or run the other way; note: % is set by controls: 0 for no effect and ±100 for the full control effect; nearly all actives have a fitted effect of over 30% in size; many of its hits are not listed in these tables
Numbers without * were called inactive; i = inactive; ? = inconclusive; · = no result given; [ ] = another dose, or the depositor's remark. Unless noted, calls come from the whole dose curve; as a rule, active = well fitted curve in the direction sought with a large enough effect; inconclusive = small, poorly fitted or top-dose-only effect, or another doubt; inactive = no such curve, though single readings can be large; an effect the other way counts as inactive or inconclusive. Potency is the fitted concentration of half-maximal effect.

SMILES	KinaseGlo FLuc	IMPase Li inh	RECQ1 inh	SMN2 splice enh	KDM4E inh	NPSR antag	Epigenetic derep	RGS12 GoLoco inh
CC(C[N+](C)(C)C)OC(=O)C1(c2ccccc2)CCCC1 (stereo not given)	·	·	24.7%	·	1.0%	15.4%	8.3%	-21.8%
COc1cc2c(cc1OC)CN(C(=O)c1cccc([N+](=O)[O-])c1)CC2	·	·	-2.8%	·	-6.3%	-6.8%	-2.7%	1.5%
CCOC(=O)c1cn(-c2ccccc2CO)c2c(F)c(F)c(F)cc2c1=O	-2.1%	12.3%[38.3 µM]	9.5%	-16.1%	-1.7%	-16.8%[46.1 µM]	3.5%	0.5%
CCOC(=O)c1cnc2ccc(C)cc2c1OCc1cc(F)cc(F)c1	-2.2%	63.0%[activator][38.3 µM]	9.9%	-29.5%	0.7%	-10.7%[46.1 µM]	0.0%	20.6%
Cc1cc(NC(=O)COC(=O)C2CCN(S(=O)(=O)c3ccc(Cl)cc3)CC2)no1	1.8%	26.9%[38.3 µM]	-4.2%	18.6%	2.2%	-3.2%[46.1 µM]	3.7%	-7.8%
NC(=O)C1(N2CCCCC2)CCN(C(=S)Nc2ccc(F)c(Cl)c2)CC1	2.3%	-2.0%	i	·	-0.1%	8.5%	-0.6%	6.0%
Nc1nc(Cl)cc(Oc2ccccc2F)n1	·	·	-4.2%	·	8.1%	-3.8%	-1.0%	1.4%
C=CCNC(=O)C1CCN(S(=O)(=O)c2ccccc2)CC1	2.9%	-1.9%	-2.1%	4.2%	0.7%	4.1%[46.1 µM]	0.0%	-9.6%
CCOC(=O)N1CCN(Cc2nc3c(c(=O)n(C)c(=O)n3C)n2Cc2cc(C)ccc2C)CC1	-3.3%	-5.3%[38.3 µM]	-2.9%	1.7%	-4.3%	-23.3%[46.1 µM]	-1.2%	-13.5%
CC1CCCCC1NC(=O)C1CCN(S(=O)(=O)N2CCOCC2)CC1 (stereo not given)	8.7%	-7.6%[38.3 µM]	i	-7.4%	-3.1%	6.4%[46.1 µM]	-1.1%	-4.1%
Cc1nn(-c2ccccc2)c(C)c1/C=N/n1c(-c2ccccc2Br)n[nH]c1=S	·	·	2.1%	·	-14.7%	-57.5%	-7.2%	-8.4%
Nc1ccc2c(C(F)(F)F)cc(=O)oc2c1	0.8%	-25.6%[38.3 µM]	-1.9%	4.9%	?	?	-1.0%	3.4%
CN(CC(=O)NCc1ccncc1)S(=O)(=O)c1ccc2ccccc2c1	-1.7%	2.4%	i	-21.5%	-1.5%	0.1%	1.1%	12.9%
FC(F)(F)c1cccc(Cc2noc(CN3C[C@@H]4CCC[C@H]3C4)n2)c1	4.8%	15.1%	-1.9%	·	-2.2%	32.8%	2.5%	-1.6%
Cc1cc(C)cc(NC(=O)C(NCC2CCCO2)c2ccccc2)c1 (stereo not given)	1.3%	6.0%	-8.6%	14.2%	-1.2%	7.1%	0.0%	-11.9%

The last three entries of the section before open the next one:
SMILES	KinaseGlo FLuc	IMPase Li inh	RECQ1 inh	SMN2 splice enh	KDM4E inh	NPSR antag	Epigenetic derep	RGS12 GoLoco inh
CN(CC(=O)NCc1ccncc1)S(=O)(=O)c1ccc2ccccc2c1	-1.7%	2.4%	i	-21.5%	-1.5%	0.1%	1.1%	12.9%
FC(F)(F)c1cccc(Cc2noc(CN3C[C@@H]4CCC[C@H]3C4)n2)c1	4.8%	15.1%	-1.9%	·	-2.2%	32.8%	2.5%	-1.6%
Cc1cc(C)cc(NC(=O)C(NCC2CCCO2)c2ccccc2)c1 (stereo not given)	1.3%	6.0%	-8.6%	14.2%	-1.2%	7.1%	0.0%	-11.9%
CC(=C/c1ccccc1)/C=N/n1c(-c2ccco2)n[nH]c1=S	-1.1%	1.3%[38.3 µM]	-7.8%	-11.8%	0.2%	-25.3%[46.1 µM]	1.1%	-6.6%
C/C(=N\NC(=O)c1c[nH]c2ccccc12)c1ccco1	-27.4%	6.4%[38.3 µM]	i	14.1µM*	88.3%[activator]	-8.1%[46.1 µM]	-1.0%	7.9%
CC(=O)Nc1ccc(NC(=O)C(C)OC(=O)C2CC3C=CC2C3)cc1 (stereo not given)	0.1%	3.0%	-11.8%	7.7%	2.9%	17.3%	2.1%	-0.5%
CCOC(=O)c1c(C)[nH]c(C)c1C(=O)CSc1nc2ccccc2c(=O)n1-c1ccc(CC)cc1	-2.6%	5.8%	2.4%	-57.8%[inhibitor]	-0.3%	-32.9%	-1.5%	8.5%
CC1=NN(C(=O)c2ccc(C)cc2)C(O)(C(F)(F)OC(F)(F)F)C1 (stereo not given)	-2.0%	-6.4%[38.3 µM]	-6.7%	13.6%	0.8%	1.5%[46.1 µM]	0.0%	5.8%
NC(=O)CSc1nnc(-c2cccs2)n1-c1ccccc1	-2.4%	-1.2%[38.3 µM]	2.1%	15.2%	5.0%	-7.8%[46.1 µM]	0.4%	2.2%
O=C(c1ccco1)n1nc(-c2cccnc2)nc1NCc1ccco1	1.1%	4.2%	-0.7%	-14.9%	?	12.5%	-3.3%	-5.3%
N#Cc1c(NC(=O)CSc2nc(N)cc(=O)[nH]2)sc2c1CCCC2	0.2%	8.6%	8.0%	·	-32.5%	3.2%	-3.5%	5.8%
Cn1c(N)c(C(=O)c2cc(-c3ccncc3)nc3ccccc23)c(=O)n(C)c1=O	-11.9%	1.5%	-12.9%	11.7%	2.8%	4.6%	-6.8%	6.9%
CCOC(=O)C1=C2NC(=O)c3ccccc3N2C(=O)C1	-2.9%	-1.2%	1.1%	2.9%	?	-19.2%	2.5%	37.3%[activator]
COC(=O)c1cn(-c2cccc(C)n2)cn1	-0.3%	1.3%	i	3.3%	-8.0%	13.7%	-2.6%	11.4%
Cc1csc(Sc2ccc([N+](=O)[O-])cc2C(=O)OCC(=O)NC(=O)NC(C)(C)C)n1	19.4%	27.6%[38.3 µM]	-8.1%	-18.2%	-4.4%	-6.3%[46.1 µM]	0.1%	7.0%
O=C(NC(=S)NCCC1=CCCCC1)c1ccccc1Br	1.3%	28.8%	-18.6%	·	4.6%	?	-1.0%	19.8%
COC(=O)C1CSC(C(=O)OC)N1C(=O)CN1CC(C)OC(C)C1 (stereo not given)	3.5%	38.8%[38.3 µM]	-3.9%	-5.1%	?	4.6%[46.1 µM]	3.3%	0.1%
Cc1c(/C(O)=C2/C(=O)C(=O)N(CCN3CCOCC3)C2c2cccnc2)cnn1-c1ccccc1 (stereo not given)	3.0%	-29.4%[38.3 µM]	i	-10.1%	-16.7%	0.7%[46.1 µM]	-3.2%	0.2%
COC(=O)C(=O)/C=C(\O)c1c(C)cc(C)cc1C	·	·	i	·	-24.8%	6.5%	0.1%	3.1%
Cc1ccc(-c2nnc(Nc3ccc4c(c3)nc(C)n4C)c3ccccc23)cc1	-0.6%	13.9%[38.3 µM]	10.8%	-17.6%	-3.5%	-24.4%[46.1 µM]	-2.3%	-0.1%
O=C(CSc1nc2c(c(=O)[nH]1)CCCC2)Nc1ccc(Cl)cc1F	-5.9%	1.8%[38.3 µM]	i	-0.4%	4.3%	6.7%[46.1 µM]	2.9%	3.0%
COCCCNS(=O)(=O)c1ccc2c(c1)CCN2C(C)=O	2.5%	-8.0%[38.3 µM]	3.0%	-12.3%	4.2%	-7.7%[46.1 µM]	-0.7%	0.1%
O=C(Nc1ccccc1)N1CCC(=S)Nc2ccccc21	-0.3%	-2.6%	-4.8%	8.0%	-0.3%	-0.5%	-1.0%	7.5%
COc1ccc(CCNC(=O)C2CCCN2C(=O)NC2CCCCC2)cc1OC (stereo not given)	-8.1%	11.3%[38.3 µM]	-5.6%	-2.9%	1.7%	-1.6%[46.1 µM]	-1.0%	-0.1%
O=C(NNC(=S)Nc1ccccc1)c1ccccc1[N+](=O)[O-]	-2.1%	9.8%	i	·	6.7%	23.6%	0.0%	14.0%
Cc1nc(-c2ccc(Cl)cc2)sc1C1(C)CC(c2cccc(F)c2)=NO1 (stereo not given)	·	·	-15.6%	·	?	-27.3%	-1.4%	0.5%
O=C(O)Cc1ccc(C(=O)c2ccc(Cl)cc2Cl)s1	0.0%	-13.8%	-2.8%	-2.1%	-2.3%	-21.7%	0.0%	10.1%
Cc1ccc(C)c(NS(=O)(=O)c2ccc3[nH]c(=O)oc3c2)c1	2.8%	-5.1%	i	-27.1%	0.4%	-11.0%	6.1%	145.5%[activator]
Cc1ccccc1OCC(=O)Nc1cccc2nsnc12	-4.1%	-1.1%	-3.2%	28.5%	?	?	-2.3%	31.7%[activator]
COC(=O)CSc1nnc(CNC(=O)c2cccs2)n1-c1cc(OC)ccc1OC	·	·	-1.3%	·	-4.3%	4.0%[46.1 µM]	-1.0%	·
CC(=O)c1cc(-c2ccccc2)n(CC(=O)Nc2cc(C)cc(C)c2)c1C	-1.4%	8.1%	-0.4%	24.2%	-3.1%	5.1%	2.7%	0.8%
O=C(O)CCc1nnc(SCC(=O)Nc2ccc(Br)cc2)[nH]c1=O	0.8%	0.4%	0.3%	13.4%	4.7%	13.1%	-2.0%	-6.7%
CCOC(=O)c1c(C)n(C)c2ccc(OC)c(NC(=O)CN3CCN(Cc4ccccc4)CC3)c12	0.4%	5.2%[38.3 µM]	-1.8%	15.2%	6.2%	-4.6%[46.1 µM]	0.0%	-9.5%
COc1ccc(C2=Nn3c(nnc3-c3ccncc3)SC2)cc1	2.3%	26.3%[38.3 µM]	i	12.3%	5.7%	1.9%[46.1 µM]	-0.3%	1.5%
COc1ccc(C(=O)COC(=O)c2ccc(OC)c(OC)c2)cc1OC	3.8%	16.9%[38.3 µM]	i	26.8%	2.5%	-16.8%[46.1 µM]	-1.1%	10.5%
CCOc1ccc2nc(N(CCN(CC)CC)C(=O)c3cccc([N+](=O)[O-])c3)sc2c1	1.6%	10.6%	i	-14.2%	8.4%	-15.2%	-2.6%	7.6%
O=C(O)CCN=C1CCCc2ccccc2N1	-1.4%	6.1%[38.3 µM]	10.1%	-1.6%	-4.0%	-5.5%[46.1 µM]	0.0%	-7.4%
CCC(Br)C(=O)Nc1ccc(OC)cc1 (stereo not given)	-3.8%	-5.0%	-12.1%	-15.8%	2.0%	14.6%	-2.7%	4.4%

High-throughput results: PubChem, National Center for Advancing Translational Sciences (NCATS)

This is a subset; count on the stated rates, not on these rows.
